# Screens as filed in PubChem.
# GLP1R cytotox: cytotoxicity in counter-screen for GLP-1R inverse agonists. HEK293 cAMP-luciferase reporter cells, luminescence, 24 h. Potency, µM (titrated, usually from 38.3 µM), without a hit: at the highest dose activity change, negative = inhibition, hits mostly inhibitors. actives 0.13% (n = 410,000). AID 624418;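 also: loss of luciferase light is scored as toxicity; % is scaled to controls: 0 for no effect and ±100 for the full control effect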
#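 1536-well qHTS counterscreen of the MLSMR; 200 cells/uL, 12 h pre-incubation, 23 nL cpd, 24 h at 37 deg C 5% CO2, luciferase detection reagent, 12 min RT, luminescence. Inhibition = undesired.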
# GLP1R inv ag: acts as inverse agonist at human GLP-1 receptor; P43220; HEK293 GLP-1R CRE-luciferase, luminescence, 24 h; GLP-1R form is constitutively active; Potency, µM (titrated, usually from 38.3 µM), inactives show at the top dose activity change, negative = inhibition, hits mostly inhibitors; actives 1.6% (n = 410,000); AID 624417; also: % is scaled to controls: 0 for no effect and ±100 for the full control effect; nearly all actives have a fitted effect of over 55% in size
# Target sequence (P43220 whole entry, looked up): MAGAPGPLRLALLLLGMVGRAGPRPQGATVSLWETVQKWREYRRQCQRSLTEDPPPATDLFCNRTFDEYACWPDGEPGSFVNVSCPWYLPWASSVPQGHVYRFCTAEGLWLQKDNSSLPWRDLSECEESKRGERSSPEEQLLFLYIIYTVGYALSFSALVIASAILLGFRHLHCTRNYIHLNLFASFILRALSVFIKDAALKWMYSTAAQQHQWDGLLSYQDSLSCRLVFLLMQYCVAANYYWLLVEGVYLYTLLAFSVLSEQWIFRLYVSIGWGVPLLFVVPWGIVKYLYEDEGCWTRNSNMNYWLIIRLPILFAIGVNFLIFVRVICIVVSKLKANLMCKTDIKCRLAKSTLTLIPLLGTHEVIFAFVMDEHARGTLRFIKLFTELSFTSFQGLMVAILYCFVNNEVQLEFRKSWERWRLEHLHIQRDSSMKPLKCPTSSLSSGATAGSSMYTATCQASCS
#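 Inverse agonism was detected as reduced cAMP-driven luciferase luminescence after 24 h compound treatment. The cells were HEK293 clones expressing constitutively active human GLP-1R with the reporter. Reporter-only and GPR119 cell lines served as counterscreen controls.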
# HT1080NT lethal: kills 2HG-producing HT-1080-NT fibrosarcoma cells | Potency, µM (highest dose often 46.1 µM), inactives show top-dose activity, negative = less viability, actives largely listed as cytotoxic | AID 686970 | actives 1.6% (n = 360,000) | HT-1080-NT fibrosarcoma viability, CellTiter-Glo ATP luminescence, 48 h;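 also: NT is the 2HG producing partner of a matched IDH1 knockdown line; 0% = DMSO-treated cells and -100% = media-only wells without cells; nearly all actives have a fitted effect of over 55% in size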
#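 HT-1080-NT; 750 cells/well; 5% FBS RPMI; 48 h compound, 37 degrees C; CellTiter-Glo luminescence; curve fitting and curve-class assignment.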
# KB-V1 cytotox: kills drug-selected multidrug resistant KB-V1 cells; Potency, µM (doses to about 46.1 µM), without a hit: top-dose activity change, negative = cytotoxicity, hits mostly cytotoxic; AID 1347076; actives 3.4% (n = 400,000); KB-V1 MDR cells viability, CellTiter-Glo, 72 h; also: % is scaled to controls: 0 for no effect and ±100 for the full control effect; nearly all actives have a fitted effect of over 60% in size
#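 Potencies derive from concentration-effect curves fitted to normalized luminescence (CellTiter-Glo) of KB-V1 cells treated for 72 h at 37 degrees C in phenol-red-free DMEM containing 10% FBS.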
# TDP43 rescue: inhibitors of TDP-43 toxicity in yeast; Potency, µM (doses to about 46.1 µM), inactives show at the highest dose growth rescue (activation), usual class: activators; actives 1.8% (n = 410,000); TDP-43 expressing yeast growth rescue, BacTiter-Glo, 24 h; also: % of control where 0% means no effect; nearly all actives have a fitted effect of over 50% in size
#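 Readout is BacTiter-Glo luminescence of cell growth, so inhibitors register as activators. TDP-43-expressing yeast at OD600=0.02 in galactose medium, after raffinose pregrowth to mid-log, were incubated with compound for 24 hr at 30 deg C.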
# KB-3-1 tox: kills parental KB-3-1 adenocarcinoma cells; KB-3-1 viability, CellTiter-Glo ATP luminescence, 72 h; Potency, µM (highest dose often 46.1 µM), without a hit: top-dose activity change, negative = cytotoxic, most hits filed as cytotoxic; actives 1.4% (n = 400,000); AID 1347075; also: % is scaled to controls: 0 for no effect and ±100 for the full control effect; nearly all actives have a fitted effect of over 60% in size
#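 Multi-concentration cytotoxicity screen in KB-3-1 cells grown in DMEM lacking phenol red with 10% FBS. After 72 h at 37 °C with compound, ATP-dependent luminescence was recorded.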
# HT1080 IDH1KD tx: toxicity to HT-1080 IDH1 knockdown cells (counter line). actives 2% (n = 360,000). Potency, µM (titrated, usually from 46.1 µM), for the others: top-dose activity, negative = toxicity, hits mostly cytotoxic. HT-1080 IDH1 knockdown viability, ATP luminescence, 48 h;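 also: 0% = DMSO wells and -100% = cell-free medium wells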
#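 Viability of IDH1-knockdown HT-1080 fibrosarcoma cells was assessed by CellTiter-Glo after 48 h at 37 °C with titrated compound; concentration-effect curves were classified by fit quality and response size.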
# GLP1R ag: activates the human GLP-1 receptor; P43220; actives 0.007% (n = 380,000); Potency, µM (doses to about 45.6 µM), without a hit: at the highest dose activation, usual class: activators; HEK293 GLP-1R CRE-luciferase, luminescence, 4-6 h; cells express a hypersensitive GLP-1R form; also: % of control where 0% means no effect
# SW480 rerep: induces DNA re-replication in SW480 colon adenocarcinoma cells; SW480 DNA re-replication, Hoechst DNA content imaging, 48 h; Potency, µM (top dose mostly 46.1 µM), without a hit: at the top dose re-replication activation, hits mostly activators; actives 1.8% (n = 340,000); AID 624297; also: % of control where 0% means no effect; nearly all actives have a fitted effect of over 55% in size
#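 DNA re-replication was detected as more nuclei of elevated Hoechst intensity after 48 hr exposure to compound (23 nL pinned per well of 250 cells).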
# Starred values were filed as active, the others as inactive; ? = inconclusive; · = not tested or not shown; [ ] = dose if it differs, or a comment. Calls follow the shape of the dose curve; as a rule, active = well fitted curve in the direction sought with a large enough effect; inconclusive = small, poorly fitted or top-dose-only effect, or another doubt; inactive = no such curve, though single readings can be large; an effect the other way counts as inactive or inconclusive. Potency is read from the fitted curve at half-maximal effect. This is a random part of the collection. Share with any hit: about 9.4%.
SMILES,GLP1R cytotox,GLP1R inv ag,HT1080NT lethal,KB-V1 cytotox,TDP43 rescue,KB-3-1 tox,HT1080 IDH1KD tx,GLP1R ag,SW480 rerep
CCN(CC)S(=O)(=O)c1ccc(NC(=O)c2ccc3c(=O)n4c(nc3c2)CCCCC4)cc1,0.5%,-21.1%,·,-23.2%,7.8%,?,·,·,·
CC(Sc1nc(-c2ccccc2)cc(C(F)(F)F)n1)C(=O)N1CCCCC1 (configuration not stated),2.6%,?,-2.9%,?,-0.7%,-21.2%,1.5%,8.5%,?
O=C(CN(Cc1ccco1)C(=O)c1cccc(F)c1)Nc1ccccc1C(F)(F)F,2.3%,-4.9%,0.4%,0.0%,15.0%,8.5%,-2.7%,1.6%,-11.4%
CN(C)c1ccc(-c2ccnc3c2CC(C)(C(=O)Nc2cccc(C(F)(F)F)c2)O3)cc1 (configuration not stated),4.4%,24.4%,-0.3%,-15.0%,7.2%,-0.4%,8.4%,4.9%,·
CC(C)Oc1ccc(C(=O)OCC(=O)c2ccc[nH]2)cc1,-9.1%,-19.7%,6.0%,?,?,19.2%,8.4%,-2.6%,-7.8%
COc1cccc(-c2nc(-c3ccc(NC(=O)Cc4ccccc4OC)cc3)no2)c1,?,0.0%,-4.4%,?,-3.2%,-13.3%,-4.1%,-5.4%,-0.2%
COc1cccc(-c2nnc(SCc3ccccn3)n2C)c1,18.4%,3.5%,8.1%,8.1%,7.3%,15.2%,2.6%,4.9%,1.3%[9.22 µM]
CC(=O)c1ccccc1NS(=O)(=O)c1cccc2nonc12,-27.3%,-4.8%,-3.9%,12.6%,-3.1%,-0.8%,0.0%,-5.2%,-19.0%
CN(Cc1ccc(Cl)c(Cl)c1)C(=O)c1cccc(S(=O)(=O)N2CCN(Cc3ccccc3)CC2)c1,-4.8%,11.2µM*,-20.2%,-11.1%,10.9%,9.2µM*,-18.2%,3.7%,-34.4%[inhibitor]
COc1ccc(N2CCN(C(=O)C(Cc3ccccc3)NC(=O)c3ccccc3)CC2)cc1 (configuration not stated),-18.6%,?,-0.7%,?,0.6%,9.0%,-2.3%,13.6%,-11.8%
CCOc1ccccc1NC(=O)CC1(CC(=O)N2CCOCC2)CCCC1,-4.7%,-11.7%,-0.1%,-15.9%,-20.2%,7.7%,-0.3%,8.5%,?
Cc1cc(=O)oc2cc(NC(=O)COc3ccccc3[N+](=O)[O-])ccc12,-8.3%,7.7%,18.7%,-16.6%,6.8%,-1.5%,9.7%,-6.1%,-1.4%
CSc1cccc(NC(=O)Nc2ccccc2)c1,-2.0%,?,-3.9%,12.1%,-7.9%,-8.3%,-13.1%,5.3%,-0.5%
CCOc1cc(C(=O)OCC(=O)c2c[nH]c3ccccc23)ccc1OCC(=O)N1CCOCC1,-23.9%,-22.5%,-10.6%,12.9%,15.6%,-9.3%,-3.5%,0.3%,-0.8%
Fc1ccc(C(CCCn2nnc(-c3cccnc3)n2)c2ccc(F)cc2)cc1,-9.3%,10µM*,-16.4%,?,0.0%,?,?,-2.5%,0.9%
O=C(Cn1cccc1C(=O)c1ccccc1)NCCCN1CCc2ccccc2C1,-0.1%,-21.4%,-27.5%,-4.5%,22.1%,5.9%,-13.0%,-3.8%,-17.2%
Cc1ccc(S(=O)(=O)N2CCCCC2)cc1C(=O)NCCc1ccccc1,-1.8%,?,-2.0%,?,-15.8%,1.2%,-1.2%,8.2%,-0.7%
COc1ccc(NC(=S)N2CCN(S(C)(=O)=O)CC2)cc1OC,20.2%,23.7%,2.7%,5.5%,6.7%,-4.3%,?,-19.7%,0.5%
CCOc1cc(C(=O)N(C)CC(=O)Nc2cccc(F)c2)ccc1OCC(=O)N1CCCCC1,-6.1%,-6.0%,-5.9%,16.0%,-3.3%,4.0%,-4.7%,7.4%,27.4%
COc1ccc(-c2[nH]ncc2/C=N\NS(=O)(=O)c2ccc(Cl)cc2)cc1,4.5%,-11.1%,-9.0%,1.5%,6.9%,-5.1%,-7.6%,0.0%,-6.4%
Cc1ccccc1CN1C(=O)c2ccccc2C1c1nnnn1C(C)C (configuration not stated),2.5%,1.6%,8.2%,9.5%,17.7%,1.8%,-1.2%,5.3%,·
CC(C)c1ccccc1NC(=S)NC(=O)C1CCCCC1,?,?,3.8%,?,?,-8.3%,2.6%,-3.1%,-1.0%
CCCC1(c2ccccc2)NC(=O)N(CC(=O)Nc2ccc3c(c2)OCCO3)C1=O (configuration not stated),-4.9%,?,-3.4%,-4.2%,-2.8%,-2.8%,-1.4%,-6.8%,3.8%
NS(=O)(=O)c1cnccc1NCCc1ccccc1,2.5%,13.2%,3.8%,12.2%,13.7%,-10.1%,-1.6%,12.5%,-0.3%
O=c1nc2c(-c3ccc(F)cc3Cl)n[nH]n2c2ccccc12,0.8%,45.1%[activator],·,8.5%,22.3%[9.22 µM],-3.7%,·,·,·

# Structures shown so far that have fluorine:
SMILES,GLP1R cytotox,GLP1R inv ag,HT1080NT lethal,KB-V1 cytotox,TDP43 rescue,KB-3-1 tox,HT1080 IDH1KD tx,GLP1R ag,SW480 rerep
CC(Sc1nc(-c2ccccc2)cc(C(F)(F)F)n1)C(=O)N1CCCCC1 (configuration not stated),2.6%,?,-2.9%,?,-0.7%,-21.2%,1.5%,8.5%,?
O=C(CN(Cc1ccco1)C(=O)c1cccc(F)c1)Nc1ccccc1C(F)(F)F,2.3%,-4.9%,0.4%,0.0%,15.0%,8.5%,-2.7%,1.6%,-11.4%
CN(C)c1ccc(-c2ccnc3c2CC(C)(C(=O)Nc2cccc(C(F)(F)F)c2)O3)cc1 (configuration not stated),4.4%,24.4%,-0.3%,-15.0%,7.2%,-0.4%,8.4%,4.9%,·
Fc1ccc(C(CCCn2nnc(-c3cccnc3)n2)c2ccc(F)cc2)cc1,-9.3%,10µM*,-16.4%,?,0.0%,?,?,-2.5%,0.9%
CCOc1cc(C(=O)N(C)CC(=O)Nc2cccc(F)c2)ccc1OCC(=O)N1CCCCC1,-6.1%,-6.0%,-5.9%,16.0%,-3.3%,4.0%,-4.7%,7.4%,27.4%
O=c1nc2c(-c3ccc(F)cc3Cl)n[nH]n2c2ccccc12,0.8%,45.1%[activator],·,8.5%,22.3%[9.22 µM],-3.7%,·,·,·

# (list continues)
SMILES,GLP1R cytotox,GLP1R inv ag,HT1080NT lethal,KB-V1 cytotox,TDP43 rescue,KB-3-1 tox,HT1080 IDH1KD tx,GLP1R ag,SW480 rerep
Cc1ccc(S(=O)(=O)c2cn(C)c3cc(N4CCCCC4)c(F)cc3c2=O)cc1,1.1%,12.1%,·,7.5%,5.7%,14.8%,·,·,·
CCOC(=O)c1ccccc1Nc1cc(C)nc2nc(C)nn12,2.4%,36.2%[activator],-4.0%,-3.5%,22.2%,2.5%,1.1%,2.4%,-8.8%
CCN(CC)CCCN(Cc1cc2cc3c(cc2[nH]c1=O)OCO3)C(=S)Nc1ccccc1,-24.6%,?,-24.9%,?,-1.3%,?,?,11.5%,?
O=C(NCCCCNC(=O)c1c(F)c(F)c(F)c(F)c1F)c1c(F)c(F)c(F)c(F)c1F,-9.2%,1.9%,-4.8%,-21.7%,-7.9%,0.7%,8.3%,-16.8%,-2.6%
Cc1cccc(CCn2c(=O)c3ccccc3n(Cc3cccc(F)c3)c2=O)c1,5.2%,1.7%,·,2.0%,22.9%,-0.6%,·,-0.1%,·
Cc1c(/C=C(\C#N)c2nn(-c3ccccc3)c(N)c2C#N)c2ccccc2n1Cc1ccc(F)cc1,29.1%,12.0%,2.1%,-13.2%,-8.2%,?,1.4%,1.2%,8.8%
O=C(c1cc(-c2ccc(Cl)cc2)nc2ccccc12)N1CCC1,-4.4%,?,-6.2%,-25.7%,28.7%,-13.0%,-13.2%,25.2%,-4.6%
O=C(Nc1ccc2oc(-c3ccc(O)c(Br)c3)nc2c1)c1cc2ccccc2o1,-12.3%,13.8%,·,-8.2%,-9.2%,-3.8%,·,·,·
CCc1ncc(/C=C2\C(=O)Nc3ccccc32)[nH]1,23.9%,18.9%,-11.2%,-28.2%,-17.2%[1.82 µM],-21.4%,-27.6%,8.6%,-1.2%
CCc1c(C)c2nncn2[nH]c1=O,-8.8%,11.8%,-3.8%,19.3%,4.4%,-2.3%,5.4%,1.2%,-3.6%
O=C(CSc1oc(-c2ccccc2)nc1S(=O)(=O)c1ccccc1)NCC1CCCO1 (configuration not stated),3.1%,-11.6%,0.0%,·,-2.2%,·,4.7%,-7.3%,-1.6%
Cc1snc(SCC(=O)N/N=C(\N)COc2cccc(C(F)(F)F)c2)c1C#N,3.2%,6.4%,-6.4%,1.7%,11.3%,11.8%,-21.2%,-3.0%,-17.8%
O=C(Nc1ncn[nH]1)c1ccc(S(=O)(=O)N2CCOCC2)cc1,8.2%,16.0%,?,-5.5%,-13.0%,0.0%,-2.0%,-0.3%,-19.7%
N#Cc1cc([N+](=O)[O-])c(-n2nnc3ccccc32)c([N+](=O)[O-])c1,-2.8%,0.0%,0.0%,-20.6%,?,?,10.3%,-4.0%,?
COc1cccc(Sc2nc(-c3ccccc3)ncc2S(C)(=O)=O)c1,-0.3%,-1.0%,2.1%,23.9%,4.0%,11.6%,-7.4%,7.2%,29.2%
Cc1ccc(S(=O)(=O)c2nc(-c3ccc(F)cc3)oc2SCC(N)=O)cc1,-23.1%,2.0%,-15.9%,8.7%,9.7%,18.3%,-18.4%,3.2%,-0.6%
CC(c1nc2ccccc2[nH]1)n1c(=O)c(-c2ccco2)nc2ccccc21 (configuration not stated),-14.9%,-13.3%,-18.1%,-16.0%,3.8%,7.7%,-8.5%,·,·
COC(=O)c1ccc(S(=O)(=O)NCCc2ccccc2OC)n1C,2.6%,1.1%,0.8%,?,-13.9%,-10.1%,-1.5%,7.3%,-44.6%[inhibitor]
COc1ccc(OC(=O)c2cc3ccccc3o2)cc1,-14.3%,0.6%,0.0%,6.0%,7.2%,9.0%,0.4%,-6.1%,-0.1%[9.22 µM]
COn1c(=O)c(-c2cccs2)[n+]([O-])c2ccccc21,11.9%,47.0%[activator],3.8%,-2.4%,-8.5%,-4.8%,10.4%,6.7%,-3.6%[9.22 µM]
